TRPM1 prom inh – inhibitors of MITF-driven TRPM1 promoter in melanoma cells; SK-MEL-5 TRPM1 promoter luciferase, 24 h; inhibition, % at 12.5 µM; 0.83% of 330,000 active; AID 488899;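 active = mean inhibition across replicates of 60% or more, whatever share of single replicates reaches that level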; also: values of inactives mirror those of a sister screen read the other way
TROY NFkB inh – TROY signaling inhibition. Q293 LMP1-TROYcd NF-kB luciferase reporter, 4 h. inhibition, % at 10 µM. 0.98% of 360,000 active;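 active = compounds whose plate-normalised and pattern-corrected inhibition of the luciferase reporter signal at the single screening dose is 50% or more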
KKLEB cytotox – counter-screen for CF NF-kB inhibitors: cytotoxicity; KKLEB CF airway cells viability, ATPlite luminescence, overnight; active compounds read low; cells stimulated with P. aeruginosa culture filtrate; activity change (cytotoxicity), % at 5 µM; AID 602141; 0.36% of 360,000 active;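 active = corrected activity change at or below -50% at 5 µM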
Shn3 3UTR inh – inhibitors of Schnurri-3 3'UTR reporter in osteoblasts. Clone20 osteoblast Shn3 3'UTR firefly luciferase, 24 h. inhibition, % at 12.5 µM. 0.52% of 360,000 active. AID 588674;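 active = mean inhibition of at least 75% with every replicate also reaching 75%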;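 also: 0% = median of neutral control wells and 100% = pilot-screen positive control compound; some compounds past the cut are filed as inactive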
Peg3 prom inh – reduces Peg3 promoter-driven luciferase expression in HeLa. HeLa PEG-Prom luciferase reporter, luminescence, overnight. 1.7% of 360,000 active. AID 588405. inhibition, % at 20 µM;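 active = inhibition of at least 50% at 20 µM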
HIF-2a block – inhibitors of HIF-2a | 786-0 RCC cells HIF-2a reporter, luciferase luminescence, overnight | inhibition, % at 18.8 µM | AID 624352 | 0.72% of 360,000 active;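 active = inhibition of the luminescence signal of 40% or more relative to plate controls, in a single-dose primary screen at 18.75 µM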
NR2E3 ag-1 – activates human NR2E3 receptor; Q9Y5X4; CHO-S Gal4-NCOR/VP16-NR2E3 two-hybrid, luciferase; inhibition of corepressor binding, % at 3.98 µM; 0.35% of 360,000 active; AID 602229;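 active = inhibition above the mean of all tested compounds plus 3 SD, cut at about 70% in these data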;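 also: 0% = DMSO with NR2E3 transfected cells and 100% = cells lacking NR2E3 construct; higher means lower luciferase signal from less NR2E3 corepressor binding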
Target sequence (Q9Y5X4 whole entry, looked up, the tested form may be a part): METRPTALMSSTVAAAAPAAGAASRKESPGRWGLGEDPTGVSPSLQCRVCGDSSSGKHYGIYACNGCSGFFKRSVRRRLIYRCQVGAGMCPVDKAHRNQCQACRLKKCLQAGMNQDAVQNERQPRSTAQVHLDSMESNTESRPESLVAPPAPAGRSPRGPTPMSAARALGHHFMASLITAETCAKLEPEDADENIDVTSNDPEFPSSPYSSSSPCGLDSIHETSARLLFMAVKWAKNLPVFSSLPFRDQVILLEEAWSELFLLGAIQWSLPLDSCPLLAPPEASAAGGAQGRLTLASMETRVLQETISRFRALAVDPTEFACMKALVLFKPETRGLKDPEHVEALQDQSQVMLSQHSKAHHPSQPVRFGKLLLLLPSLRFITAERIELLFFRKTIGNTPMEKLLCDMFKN
NR2E3 ag-2 – NR2E3 (human) agonism; Q9Y5X4; 0.12% of 320,000 active; GST-NR2E3/biotin-RetCOR TR-FRET, 1536-well; inhibition of corepressor binding, % at 4.78 µM; AID 2300;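 active = percent inhibition above the cutoff of mean plus 3 SD of all tested compounds, set per screening campaign, cut at about 20% in these data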;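 also: 0% = DMSO wells and 100% = biotin wells as full block of FRET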
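System: GST-tagged NR2E3 plus biotinylated RetCOR corepressor; Buffer or medium: pH 7.5 Tris-based buffer; Probe or stimulus: RetCOR corepressor, biotinylated, 7 nM; Doses: compound at 4.8 µM, single dose; Schedule: 5 h incubation at 4 °C; Technique: time-resolved FRET; Evaluation: percent inhibition of TR-FRET ratio; Replication: one well per compound, singlicate testing.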
C8 TRAIL sens – caspase-8 TRAIL sensitization | 1% of 360,000 active | inhibition (viability loss, TRAIL sensitization), % at 10 µM | NB7+C8 cells + TRAIL, ATPlite viability luminescence;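 active = compounds causing at least 50% loss of cell viability in the single-dose screen, relative to plate controls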
CF NFkB inh – cystic fibrosis NF-kB activation inhibition; AID 588850; KKLEB NF-kB-GFP reporter, PAF-induced, GFP fluorescence overnight; 0.86% of 360,000 active; inhibition, % at 5 µM;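 active = at least 50% inhibition at 5 µM, scaled per plate between neutral and stimulator controls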;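 also: PAF is a Pseudomonas aeruginosa culture filtrate used as stimulus; plate controls were PAF-stimulated DMSO wells for no effect and unstimulated DMSO wells for full effect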
TWEAK Fn14 block – blocks TWEAK-Fn14 interaction in a reporter cell assay | inhibition, % at 10 µM | 2% of 360,000 active | TWEAK-stimulated Fn14 reporter cells, luciferase luminescence, 8 h; in the data active = inhibition above about 50%
An asterisk follows results filed as active; x = not tested or not shown. A portion of the library, so the mix of outcomes need not match the whole.

SMILES	TRPM1 prom inh	TROY NFkB inh	KKLEB cytotox	Shn3 3UTR inh	Peg3 prom inh	HIF-2a block	NR2E3 ag-1	NR2E3 ag-2	C8 TRAIL sens	CF NFkB inh	TWEAK Fn14 block
OCc1cc(Br)ccc1OCc1nc2ccccc2s1	-63	-6	2	-70	-270	-254	-176	1	12	-10	12
Cc1ccc2c(c1)/C(=C/c1ccccc1C)C(=O)N2	-10	12	-10	-11	26	13	-21	-1	8	5	2
CC(C)c1ccc(NC(=O)C(c2ccccc2)N(Cc2ccco2)C(=O)CC2NC(=O)NC2=O)cc1 (stereo not given)	12	27	0	10	10	12	-3	-1	-4	-6	-1
CN(C)S(=O)(=O)c1cccc(NC(=O)CN2C(=O)NC(Cc3c[nH]c4ccccc34)C2=O)c1 (stereo not given)	1	-14	5	8	-9	7	-2	-2	24	-7	8
Cc1ccccc1OCCC(=O)N1CCN(S(=O)(=O)c2ccc(F)cc2)CC1	8	-35	7	15	7	18	-1	2	5	14	8
CCn1c(=O)c2cc(C(=O)N(C)c3cc(C)ccc3OC)sc2c2ccccc21	-5	3	10	x	15	-4	21	2	-2	20	-26
Cc1oc(S(=O)(=O)N(C)C)cc1C(=O)Nc1ccc(F)cc1	6	-34	-2	8	-36	-14	14	3	-3	-9	3
COc1ccc(C(C)(NC(C)=O)c2nc(/C=C/c3ccccc3)cs2)cc1 (stereo not given)	x	7	12	8	19	0	-15	x	-10	-10	-9
O=C(C1CC1)N1N=C(C2CCCCC2)CC1(O)C(F)(F)F (stereo not given)	-7	-9	3	22	4	20	11	-5	-8	11	-2
CCn1c2ccccc2c2cc(NC(=O)c3ccco3)ccc21	-30	17	3	-22	-76	-102	-32	1	-6	-6	5
Cc1cc(NC(=O)CSc2nnc(-c3cccs3)n2N)no1	17	7	8	-3	-4	5	-6	2	8	8	-4
CNC(=O)c1ccsc1NC(=O)c1ccc(S(=O)(=O)N2CCc3ccccc32)cc1	x	39	-25	38	51*	7	35	1	-16	28	55*
COc1ccc(CN2C(=O)C(=O)N(CC(N)=O)C2=O)cc1	-15	7	-17	13	6	12	3	-3	-5	11	-16
Cc1cc(-c2ccccc2)nc(N/N=C/c2cccnc2)n1	-31	-15	-2	-32	-66	-85	-25	0	39	-20	2
CCN(C(=O)CSc1nnc(-c2c[nH]c3ccccc23)o1)C1CCS(=O)(=O)C1 (stereo not given)	9	10	6	7	-5	8	-21	-5	-6	-3	-2

4 compounds out of the list above, sorted by the value under TRPM1 prom inh, descending.
smiles | TRPM1 prom inh
Cc1cc(NC(=O)CSc2nnc(-c3cccs3)n2N)no1 | 17
Cc1oc(S(=O)(=O)N(C)C)cc1C(=O)Nc1ccc(F)cc1 | 6
Cc1ccc2c(c1)/C(=C/c1ccccc1C)C(=O)N2 | -10
OCc1cc(Br)ccc1OCc1nc2ccccc2s1 | -63

(further entries)
SMILES	TRPM1 prom inh	TROY NFkB inh	KKLEB cytotox	Shn3 3UTR inh	Peg3 prom inh	HIF-2a block	NR2E3 ag-1	NR2E3 ag-2	C8 TRAIL sens	CF NFkB inh	TWEAK Fn14 block
COc1cccc(CN(C(=O)c2ccccc2Br)C2CCS(=O)(=O)C2)c1 (stereo not given)	-19	9	5	-10	7	10	-14	-3	-9	-8	7
O=C1C(C2=NC(c3ccccn3)C3C(=O)N(c4ccc(OC(F)(F)F)cc4)C(=O)C23)=C(O)c2ccccc21 (stereo not given)	75*	-6	-20	77	43	13	-4	3	32	17	-12
CC(c1nnc(SCC(=O)N2CC(=O)Nc3ccccc32)n1Cc1ccccc1)N(C)C (stereo not given)	9	3	6	-8	16	-3	-34	0	-5	-8	0
COc1cccc(N2CC(C(=O)Nc3nnc(SCC(=O)c4ccccc4)s3)CC2=O)c1 (stereo not given)	-7	-4	-5	30	8	6	-19	-1	-7	10	11
O=C(Cn1cnc2ccccc21)Nc1cc(C(F)(F)F)ccc1N1CCOCC1	-1	-11	-4	14	4	11	-19	-3	3	-2	-17
Cc1cc(C(F)F)nn1CC(=O)NCc1ccccc1F	6	-4	-3	-6	4	7	14	1	-15	-10	-17
O=C1CC(c2ccccc2)CC(=O)C1=CN1CCCC1 (stereo not given)	1	-41	-27	18	3	15	-2	-2	-10	17	-11
O=Cc1c(NCCN2CCCC2)c2ccccc2[nH]c1=O	14	-9	-4	-2	-1	1	-9	3	10	-1	-15
CNC(=O)/C(C#N)=C\c1ccc(CNS(=O)(=O)c2ccc(Cl)cc2)o1	6	-11	10	-36	5	9	-44	1	0	12	-4
CC(=O)C(C(C)=O)C(NC(=O)c1cccnc1)(C(F)(F)F)C(F)(F)F	9	-4	-7	9	9	12	-14	-2	-7	15	-2
O=C1C=C(/C=C/c2ccccc2)C[C@@H](c2ccc3c(c2)OCO3)C1	-14	-40	-17	-54	-86	-140	-6	2	-1	22	-51
Cc1ccc(C(=O)COC(=O)c2cc(Cl)nc3ccccc23)cc1	7	2	-1	-15	1	-2	10	0	14	12	7
Cc1ccc(CSCC(=O)N/N=C/c2cccc(OC3CSC3)c2)cc1	11	8	6	4	25	15	-5	-2	-4	-4	-4
O=C(COC(=O)c1cccc(S(=O)(=O)N2CCCC2)c1)Nc1ccccc1C(F)(F)F	4	-6	-6	2	-2	4	8	x	-1	20	4
O=C(CN1CCCCC1)Nc1cc(S(=O)(=O)N2CCOCC2)ccc1N1CCCC1	3	6	-8	-11	8	8	0	2	-2	20	8
CN1CCN(C(=O)C2CCCN(S(=O)(=O)c3ccc(Br)cc3)C2)CC1 (stereo not given)	-7	19	7	-19	-3	0	-9	1	-17	-17	21
CCc1nc2ccc(C(=O)N3CCN(S(=O)(=O)CC)CC3)cn2c1N(CC)C(=O)NCCc1ccccc1	x	-34	-7	-15	-69	-92	-12	x	-18	-16	-10
O=C(O)c1ccc(CNC(=O)c2ccc(S(=O)(=O)N3CCCCC3)cc2)cc1	-2	0	-4	-1	6	-10	-29	1	-9	-8	-5
O=c1cc(C(F)(F)C(F)F)oc2ccccc12	2	7	3	-28	8	17	-5	2	-37	-2	-1
COc1ccccc1N1CCN(C(=O)C2CCN(C(=O)c3cccc(Cl)c3)CC2)CC1	3	9	-6	6	0	19	-19	2	0	-7	7
Cc1cc(C)c(/C=N/n2c(C)cc(C)c(C#N)c2=O)c(C)c1	-8	-2	8	-18	-12	-3	-4	-1	13	-20	23
O=C(Cc1ccccc1)Nc1ccc(NC(=O)C2CC2)nc1	-4	19	7	-4	-15	-15	7	-1	-6	5	-17
CN(CC(=O)Nc1ccccc1Br)CC(=O)Nc1ccccc1-c1ccccc1	-13	-14	-3	-28	11	12	-29	2	4	22	-8
Cc1nn(C)c(C)c1S(=O)(=O)N(CC(=O)NCCN1CCOCC1)c1ccc(C(C)C)cc1	0	2	2	6	4	10	-18	0	-8	-15	-21
COc1ccc(NC(=O)c2cc(-c3ccc4c(c3)OCO4)on2)cc1OC	-2	-16	-38	11	26	-12	-20	1	19	34	-16
O=C(CCCCn1c(=O)c2ccccc2n(CC(=O)Nc2ccc(F)cc2)c1=O)NCc1ccco1	-4	-13	-20	-6	4	-1	-11	-3	3	2	-23
COc1cc(-c2cc(O)c(-c3ccc4ccccc4n3)c(=O)[nH]2)cc(OC)c1OC	4	-8	-5	-1	10	-25	-20	x	18	-25	27
COc1cc(C(=O)Nc2cc(C)ccn2)ccc1OCC(=O)N1CCOCC1	-8	14	-2	-32	-46	-110	-46	-2	0	3	93*
CC12CCCC(=O)C1CCC(=Cc1ccco1)C2=O (stereo not given)	x	6	-9	3	-20	-9	-6	x	0	-1	-7
C[C@@]12C(=O)N(CC3CC3)CC(=O)N1[C@H](C1CC1)[C@@H]1C(=O)N(c3ccccc3)C(=O)[C@@H]12	5	2	6	7	0	4	-23	1	-5	-18	-10
COc1ccc(C(=O)NCCN2CCC(n3c(=O)[nH]c4ccccc43)CC2)cc1F	x	5	x	x	x	4	2	x	25	x	7
O=C(Nc1ccc2c(c1)OCO2)C1Cc2ccccc2CN1S(=O)(=O)c1cccs1 (stereo not given)	-53	-62	-2	-19	-92	-139	-55	1	-8	4	-19
COc1ccc(Cl)cc1C(=O)OCC(=O)Nc1cccnc1Cl	-11	-22	13	-16	3	-11	2	1	-9	-20	-37
O=[N+]([O-])c1ccc(CSc2ncnc3c2ncn3[C@@H]2O[C@H](CO)[C@@H](O)[C@H]2O)cc1	0	-6	-14	12	1	-7	-3	3	11	-16	5
COc1cc(/C=N/NC(=O)C(=O)NCc2ccco2)ccc1O	1	-1	-6	-1	19	20	17	2	-8	2	19
C=C1CC(C(=O)N/N=C/c2ccccc2)C1	-9	-6	-1	-15	-48	-70	-30	-3	3	-8	-15
Cc1cc(C)c2c3c(sc2n1)C(=O)N(Cc1ccccc1)CC(=O)N3	7	-13	-3	3	-2	-9	-13	4	3	-2	-9
Cc1cccc(C(=O)Nc2ccccc2-c2nnn(CC(=O)Nc3ccc4c(c3)OCCO4)n2)c1	-6	6	-9	6	-3	-2	-8	-4	14	20	41
COc1ccc(CCN2CC(=O)NC(=O)C2)cc1OC	x	-4	0	11	7	12	-32	x	-21	4	0
C=CCn1c(=O)c2ccccc2n2c(SCc3nc(N)nc(Nc4ccccc4C)n3)nnc12	9	16	0	5	13	-5	-11	2	5	8	-1
Cc1ccc(C)c(N(C)C(=O)CCS(=O)(=O)c2cccc3nonc23)c1	4	5	-2	-18	21	6	-11	2	-25	-7	6
CNC(=O)CN(C1CCCCC1)S(=O)(=O)c1ccc(OC)c(Cl)c1	-4	-7	-10	3	11	15	-47	-3	-5	-9	-1
CCc1cc(=O)oc2c(CN3CCN(C)CC3)c(O)ccc12	4	10	-2	-14	-9	11	-6	4	2	-1	6
CC(=O)Nc1ccc(NC(=O)C(C)OC(=O)/C=C/c2ccc3c(c2)OCO3)cc1 (stereo not given)	-7	-9	8	19	-23	-11	-13	-1	7	-9	-15
CC(C(=O)c1c[nH]c(C(N)=O)c1)c1ncc(C(F)(F)F)cc1Cl (stereo not given)	-19	19	8	7	13	15	-9	1	5	-3	-5
O=C(N[C@H]1C/C=C\C(c2cccc(F)c2)N(Cc2ccccc2)C(=O)C1)OCC1c2ccccc2-c2ccccc21 (stereo not given in full)	-18	-19	3	-1	-5	-28	-12	x	45	1	10
c1ccc(COc2ncnc3c2ncn3CCCNCC(c2ccccc2)c2ccccc2)cc1	x	-16	-17	30	100*	14	-26	x	63*	21	-94
CCn1nc(C)c(CN2CCC(n3nccc3NC(=O)c3ccccc3OC)CC2)c1C	-1	9	-4	-1	11	6	-5	2	-9	9	-3
Cc1ccccc1OCCCc1c(C)n[nH]c1C	1	-4	9	-2	9	-12	0	0	1	10	6

Source: PubChem BioAssay (several laboratories)
